Giardia killer: kills Giardia lamblia; activity change, % at 7.66 µM, hits read low; 340,000 compounds, 0.15% hits; Giardia lamblia trophozoite viability; AID 540267; in the data active = activity change below about -80%; inconclusive = between about -30% and that limit;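 also: parasites exposed to compound for two days anaerobically before the ATP read; % is scaled to controls: 0 for no effect and ±100 for the full control effect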
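Viability, read as ATP luminescence: trophozoites at 100 cells/well, compound added, 48 hrs anaerobic at 37 deg C, then 15-30 min room-temperature development before reading.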
B2AR arrestin: recruits beta-arrestin to the human beta2-adrenergic receptor | P07550 | beta-arrestin recruitment to beta2AR, cell-based reporter | Potency, µM (series often up to 46.1 µM), inactives show at the highest dose activation, actives largely listed as activators | 330,000 compounds, 0.02% hits;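 also: potency is read from the fitted curve at half-maximal effect; 0% = DMSO controls and full agonism = EC100 isoproterenol or metaproterenol; nearly all actives have a fitted effect of over 65% in size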
Target sequence (P07550 whole entry, looked up): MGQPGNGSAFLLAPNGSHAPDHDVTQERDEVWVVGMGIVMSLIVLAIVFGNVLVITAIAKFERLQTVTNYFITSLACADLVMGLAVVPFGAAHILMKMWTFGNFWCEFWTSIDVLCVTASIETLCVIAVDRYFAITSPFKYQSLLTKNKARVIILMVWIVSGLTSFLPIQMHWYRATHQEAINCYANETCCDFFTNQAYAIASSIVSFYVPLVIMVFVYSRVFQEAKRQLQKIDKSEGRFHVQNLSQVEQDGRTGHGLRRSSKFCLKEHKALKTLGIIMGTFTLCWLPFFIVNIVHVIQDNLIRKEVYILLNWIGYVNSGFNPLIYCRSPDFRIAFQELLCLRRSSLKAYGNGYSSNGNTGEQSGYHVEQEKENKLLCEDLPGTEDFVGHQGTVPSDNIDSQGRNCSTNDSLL
PKM2 activator: activators of human pyruvate kinase M2; 260,000 compounds, 0.34% hits; purified PKM2, Kinase-Glo ATP luminescence, activation; response scale: 0% is enzyme alone, no compound; Potency, µM (doses to about 57.5 µM), inactives show at the top dose activation, hits mostly activators; also: potency is read from the fitted curve at half-maximal effect; % is scaled to controls: 0 for no effect and ±100 for the full control effect; nearly all actives have a fitted effect of over 55% in size
Target sequence (P14618 whole entry, looked up): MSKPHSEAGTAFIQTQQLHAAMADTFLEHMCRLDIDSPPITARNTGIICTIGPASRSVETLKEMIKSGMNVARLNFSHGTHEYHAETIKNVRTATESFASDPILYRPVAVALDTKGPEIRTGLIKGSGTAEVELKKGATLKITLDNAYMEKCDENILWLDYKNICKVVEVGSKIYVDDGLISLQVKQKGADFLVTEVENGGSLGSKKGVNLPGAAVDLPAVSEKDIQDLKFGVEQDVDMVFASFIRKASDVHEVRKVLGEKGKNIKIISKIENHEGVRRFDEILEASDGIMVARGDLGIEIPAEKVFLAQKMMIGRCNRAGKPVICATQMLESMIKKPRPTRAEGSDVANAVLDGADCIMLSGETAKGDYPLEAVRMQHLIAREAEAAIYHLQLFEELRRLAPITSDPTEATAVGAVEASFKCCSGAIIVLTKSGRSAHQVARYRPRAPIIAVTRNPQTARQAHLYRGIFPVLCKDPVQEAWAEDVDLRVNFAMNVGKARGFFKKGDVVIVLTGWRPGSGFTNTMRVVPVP
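ATP formation by purified human PK-M2, quantified via coupled luciferase luminescence after 1 h at room temperature with 0.1 mM ADP and 0.5 mM PEP final.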
FBPA coupling cs: coupling enzyme interference in Giardia aldolase counter-screen; coupling enzyme system counterscreen, AmpLite Red fluorescence; activity change, negative = inhibition, % at 58.2 µM, hits read low; 290,000 compounds, 0.67% hits; AID 2472; in the data active = activity change below about -30%; also: % is scaled to controls: 0 for no effect and ±100 for the full control effect
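Counterscreen of the coupled detection system alone, without aldolase: glyceraldehyde-3-phosphate coupling enzymes plus AmpLite Red readout. Compounds at 57.5 uM final, 10 min RT preincubation, 20 min RT reaction, fluorescence 525/598 nm.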
KCNH2 3.1 block: blocks the human KCNH2 3.1 channel isoform | U2OS KCNH2 3.1, thallium flux FluxOr; hits give low values | activity change, % (tested at about 1.8 µM) | 340,000 compounds, 0.95% hits | AID 720553;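 active = maximum activity change below -70%; inconclusive = maximum activity change from -70% to -50%; inactive = maximum activity change above -50%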;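 also: thallium influx rate constant from kinetic fluorescence after stimulation buffer; % is scaled to controls: 0 for no effect and ±100 for the full control effect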
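Kinetic fluorescence (2 min after stimulation buffer) measures Tl+ influx through KCNH2 3.1 expressed by viral transduction in U2OS cells; the rate constant is normalized against DMSO controls serving as positive and negative references.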
hERG WT inh: inhibitors of human wildtype KCNH2 potassium channel; Q12809; U2OS, BacMam KCNH2, thallium flux FluxOr; hits give low values; activity change, % at 1.84 µM; 340,000 compounds, 0.37% hits;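 active = maximum activity change below -70%; inconclusive = maximum activity change between -70% and -50%; inactive = maximum activity change above -50%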; also: % is scaled to controls: 0 for no effect and ±100 for the full control effect
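U2OS cells were transduced with wild-type KCNH2 virus (2.03 x 10^8 / mL) for 4 h at room temperature, then cultured overnight at 37 C. Thallium flux was read with FluxOr dye. Rate constants were normalized to DMSO controls.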
CXXC DNA block: MLL CXXC-DNA interaction inhibition; Q03164; MLL-CXXC / FITC-HOXA9 DNA fluorescence polarization; Potency, µM (doses to about 115 µM), for the others: at the highest dose activity change, negative = inhibition, hits mostly inhibitors; 290,000 compounds, 0.037% hits; AID 2662; active = well fitted inhibition curve with a large enough effect in the polarisation, with a control signal flat, not every such curve was filed as active; inconclusive = small, poorly fitted or top-dose-only effect, or effect the other way, or a change in a side signal; inactive = no such curve, though single readings can be large or run the other way; the % refers to the polarisation; also: potency is read from the fitted curve at half-maximal effect
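Purified MLL-CXXC (added from a 7 uM solution) was preincubated 5 min at ambient with pinned compounds in 50 mM Tris-HCl pH 7.5, 50 mM NaCl, 1 mM DTT, 0.05% BSA. Fluorescein-labeled HOX-A9 DNA (50 nM solution) followed, 30 min, then polarization read.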
Menin MLL FP TR: displaces Texas Red mutant MLL peptide from human menin; AID 1768; Menin + Texas Red MLL mutant peptide, fluorescence polarization; Potency, µM (doses to about 61.6 µM), for the others: at the top dose FP activity change, negative = inhibition, most hits filed as inhibitors; 270,000 compounds, 0.23% hits; active = well fitted inhibition curve with a large enough effect in the polarisation, with a control signal flat, not every such curve was filed as active; inconclusive = small, poorly fitted or top-dose-only effect, or effect the other way, or a change in a side signal; inactive = no such curve, though single readings can be large or run the other way; the % refers to the polarisation; also: potency is read from the fitted curve at half-maximal effect; % of control where 0% means no effect; many of its hits are not listed in these tables
TRPV1 ag: activates the human vanilloid receptor TRPV1. 320,000 compounds, 0.19% hits. AID 540275. activation, % at 8.33 µM. TRPV1-expressing cells, Fluo-8 calcium influx, agonist mode; in the data active = activation above about 80%; inconclusive = between about 30% and that limit; also: 0% is about no effect
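Fluo-8 calcium influx in TRPV1-expressing cells, kinetic read (ex 480/em 520 nm). Compound added and read 3 min for agonist activity, followed by capsaicin at EC20 final and 2 min further read for enhancement.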
GALK inh: blocks human galactokinase activity; P51570; Purified GALK, Kinase-Glo residual ATP luminescence; Potency, µM (highest dose often 57.5 µM), for the others: at the top dose activity change, negative = inhibition, most hits filed as inhibitors; 270,000 compounds, 0.007% hits; also: potency is read from the fitted curve at half-maximal effect; % is scaled to controls: 0 for no effect and ±100 for the full control effect
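The enzyme phosphorylates galactose (100 uM) using ATP (35 uM); inhibition is detected as higher residual ATP, quantified by bioluminescence after 1 h reaction at room temperature, pH 8.0.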
USP2a block: blocks human ubiquitin-specific protease USP2a | O75604 | USP2 core, Ub-CHOP2 coupled fluorogenic reporter, 485/531 | Potency, µM (highest dose often 38.3 µM), for the others: at the highest dose activity change, negative = inhibition, actives largely listed as inhibitors | 330,000 compounds, 0.01% hits | AID 463254;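 also: potency is read from the fitted curve at half-maximal effect; plate controls were DMSO wells for no effect and full inhibition by NEM control for full effect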
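Deubiquitinase activity read as fluorescence (485/531 nm) after Ub-CHOP2 cleavage activates the enterokinase reporter on its substrate; USP2 core 10nM, Ub-CHOP2 and substrate 25nM each, 30min compound preincubation then 60min RT; data normalized to NEM, curves fitted.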
Starred values were filed as active, the others as inactive; ? = inconclusive; / = not tested or not shown; [ ] = dose if it differs, or a comment. Unless noted, calls follow the shape of the dose curve; as a rule, active = well fitted curve in the direction sought with a large enough effect; inconclusive = small, poorly fitted or top-dose-only effect, or another doubt; inactive = no such curve, though single readings can be large; an effect the other way counts as inactive or inconclusive.

canonical_smiles,TRPV1 ag,Menin MLL FP TR,USP2a block,B2AR arrestin,KCNH2 3.1 block,PKM2 activator,hERG WT inh,Giardia killer,GALK inh,CXXC DNA block,FBPA coupling cs
Cc1ccc(C)c(NC(=O)COC(=O)CC2c3ccccc3CCN2S(=O)(=O)c2ccc(F)cc2)c1 (stereo not given),4,-15%,-2%,-0.5%,-3,2%,-2,8,2%,-1%,3
O=C(NCn1cnccc1=O)c1ccccc1,-4,/,2%,-0.3%,2,2%,-2,0,0%,-5%,0
Nc1ccc(-n2nnnc2CN2CCOCC2)cc1,0,-9%,-1%,-0.4%,-10,-3%,2,-15,0%,1%,4
O=S(=O)(NC1CCCCC1N1CCN(c2ccccc2F)CC1)c1ccc(Cl)cc1 (stereo not given),5,-7%,0%,-0.2%,-32,/,1,7,-10%,3%,-6
CC(C)CNC(=O)c1cc([N+](=O)[O-])ccc1N1CCOCC1,2,-7%,2%,-1.4%,13,-1%,4,-6,2%,2%,3
COc1ccc(S(=O)(=O)N2CCOC23CCN(S(=O)(=O)c2ccc(C)cc2)CC3)cc1,-2,/,1%,-0.3%,-14,/,-2,4,/,/,/
CCc1ccc(-n2c(SCc3cc(=O)n4cc(Br)ccc4n3)nc3[nH]ncc3c2=O)cc1,2,0%,0%,0.0%,21,9%,8,-9,1%,21%,-3
CCCC1=NN(c2ccc([N+](=O)[O-])cc2)C(=O)/C1=C\N(C)C,0,42%[activator],0%,0.2%,6,7%,5,-9,/,1%,-4
CCCn1c(=O)c2c(C(F)(F)F)cc(-c3cccs3)nc2n(CCC)c1=O,0,0%,1%,6.4%,10,-3%,3,29,/,2%,3
CC(C)(C)NC(=O)C(=O)NNC(=O)c1ccc(C(C)(C)C)cc1,25,0%,5%,-0.6%,-6,-5%,-48,-14,-3%,4%,2
CC(C)(C)c1nc[nH]c(=O)c1Br,-2,19%,1%,-0.9%,1,7%,1,-2,1%,3%,11
CCc1ccc(N2C(=O)CC(Cn3nc(C)cc3C)C2=O)cc1 (stereo not given),0,/,5%,-0.9%,0,4%,12,-2,-1%,1%,0
CCCCN(C(=O)C1=NN(c2cc(C)ccc2C)C(=O)CC1)c1c(N)n(CCC)c(=O)[nH]c1=O,-1,/,0%,-0.3%,11,/,-9,-9,/,/,/
Cc1ccc(OCCn2cc(Br)c(=O)[nH]c2=O)cc1,11,-3%,-1%,0.4%,17,2%,3,-16,0%,1%,3
CCc1cccc(C)c1NC(=O)c1cc(=O)[nH]c2ccc(S(=O)(=O)N3CCOCC3)cc12,1,/,2%,-0.2%,6,/,-4,-20,/,/,/
Cc1cccc(NC(=O)Cc2ccc(F)cc2)c1,?,3%,2%,0.3%,9,3%,-6,0,-1%,-4%,0
CCC(CC)C1=NN2C(=N)/C(=C/c3ccc(OC(=O)c4ccco4)cc3)C(=O)N=C2S1,-2,3%,4%,0.3%,18,-2%[0.46 µM],-4,-5,6%,9%,5
O=C(CSc1nnc(CNC(=O)c2c(F)cccc2Cl)o1)NCc1ccccc1,4,/,1%,-0.5%,20,/,5,24,0%,-15%,/
CCOc1ccc(-c2ncncc2-c2ccccc2OC)c(O)c1,24,-15%,-3%,0.2%,1,/,0,5,/,-1%,2
CCOc1ccc(CNc2cccc(SC)c2)cc1,15,-28%,0%,0.2%,-6,14µM*,-17,-24,-2%,-7%,-12
CCN(CC)C(=O)/C=C/c1ccc(OC)c(S(=O)(=O)N2CCCCC2)c1,8,-16%,4%,0.0%,-2,-3%,-1,2,8%,-4%,4
CCOC(=O)c1c[nH]c2c(C(F)(F)F)cccc2c1=O,1,27%,3%,-0.4%,7,0%,-2,-10,-3%,2%,-3
CC1=CCC2COC(c3ccc[n+](Cc4ccccc4)c3)C1C2 (stereo not given),-2,-17%,5%,-0.9%,7,5%,9,-6,1%,-1%,-25
Cc1cccc(-n2c(=O)[nH]c3c(C(N)=O)nc(-c4ccccc4Cl)nc32)c1,1,9%,4%,-0.3%,-3,-4%,-6,53[activator],0%,9%,1
COc1cccc(-n2ccnc2SCC(=O)Nc2cc(C)on2)c1,2,-2%,1%,0.0%,5,-2%,23,9,14%,1%,7
CC(C)(C)OC(=O)NN=C(c1ccc(O)cc1)c1ccc(O)cc1,30,24%,1%,-0.2%,15,-4%,-4,14,0%,6%,2
CC(C)(C)C(=O)Nc1nnc(SCc2ccc(F)cc2)s1,8,6%,3%,-0.2%,-24,3%,-20,-2,0%,2%,0
CCOC(=O)Cn1nnc2c(sc3nc4c(c(-c5ccccc5)c32)CCC4)c1=O,5,-5%,5%,-0.1%,-4,1%,2,-13,2%,-1%,6
C=CCSc1ccc(S(=O)(=O)N2CCN(C)CC2)cn1,0,/,2%,0.4%,16,/,14,-3,/,/,/
Cc1ccc(Cl)cc1NC(=O)CCS(=O)(=O)c1cccc2nonc12,-1,-6%,1%,-0.5%,8,1%,-9,0,-2%,-1%,-1

Carrying on.
canonical_smiles,TRPV1 ag,Menin MLL FP TR,USP2a block,B2AR arrestin,KCNH2 3.1 block,PKM2 activator,hERG WT inh,Giardia killer,GALK inh,CXXC DNA block,FBPA coupling cs
NC(=O)[C@H]1CC2(CC(c3cccc(NC(=O)COc4ccc(Cl)cc4)c3)=NO2)CN1C(=O)C(c1ccccc1)c1ccccc1 (stereo not given in full),3,/,2%,0.1%,-9,0%,1,14,-4%,13%,0
CC(C)(C)NCCCOc1ccc(Cl)cc1C(C)(C)C,-15,?,1%,-4.2%,/,-1%,/,/,1%,4%,-23
CCOc1ccccc1-n1cnc(C#N)c1N,-1,-12%,1%,-0.3%,10,?,-8,-22,9%,-2%,1
CCOC(=O)C(C)Sc1nc2c([nH]c3ccccc32)c(=O)n1C (stereo not given),?,7%,0%,-0.7%,-8,10%,4,-11,-3%,2%,2
O=C(COC(=O)CCc1ccc(S(=O)(=O)N2CCOCC2)cc1)Nc1ccccc1[N+](=O)[O-],/,/,-5%,1.0%,-15,/,15,9,/,/,/
Cn1c(O)c(N=Nc2ccccc2)c2ccccc21,-10,-9%,1%,0.3%,-5,/,-11,-2,6%,5%,-4
CCOc1ccc(S(=O)(=O)NCCC(=O)NC2CCN(Cc3ccccc3)CC2)cc1,-2,/,1%,0.2%,-3,/,8,-9,/,/,/
N#C/C(=C\c1ccccc1Cl)C(=O)NC(=O)Oc1ccccc1,-3,-14%,2%,-0.4%,12,-5%,-18,-5,0%,-9%,1
CCOc1ccccc1NC(=O)CSc1nnc(CNC(=O)COc2ccc(Cl)cc2)o1,-7,10%,-1%,7.8%,-3,1%,5,-15,-1%,-3%,0
O=C(CN1C(=O)COc2ccccc21)NCCN1CCOCC1,2,/,0%,-0.1%,-6,/,14,9,1%,9%,0
Cn1c(Cc2ccccc2)nnc1SCc1nc2ccccc2c(=O)[nH]1,1,-8%,1%,-0.1%,6,/,2,-26,12%,-2%,2
Cc1nnc(NC(=O)CSc2ccccn2)s1,0,0%,2%,0.3%,-13,-1%,7,-7,7%,7%,1
N#CC(c1ccc(Cl)cc1)N1CCOCC1 (stereo not given),-2,-21%,3%,-0.4%,8,-8%,-4,-4,0%,2%,0
O=S(=O)(Nc1cccc(-n2cnnn2)c1)c1ccc(F)cc1,2,/,4%,0.3%,-24,/,0,-9,/,/,/
CCOc1ncccc1C(=O)Nc1ccccc1N1CCOCC1,/,/,-12%,0.8%,5,/,-1,-12,/,/,/
O=C1Nc2ccccc2Nc2ccc([N+](=O)[O-])cc21,-4,?,-11%,-1.0%,-4,/,-8,4,/,14%,-14
O=C(CC12CC3CC(CC(C3)C1)C2)N1CCN(S(=O)(=O)c2cccs2)CC1,5,1%,-3%,-1.7%,-2,11%,-2,-9,1%,0%,1
Cc1c(Cl)cccc1NC(=S)NCCCN(C)C,-7,-13%,0%,-0.1%,24,-12%,14,33[activator],4%,-10%,-2
CCCCNC(=O)Nc1cc(C(=O)OC)ccc1Cl,8,/,3%,-0.2%,-1,4%,3,5,-2%,-2%,0
Cc1ccc(OCC(=O)N/N=C\c2c(C)[nH]n(-c3ccccc3)c2=O)c([N+](=O)[O-])c1,-2,?,1%,-0.1%,-3,-1%,4,0,1%,1%,10
O=C(Nc1ccc(S(=O)(=O)Nc2ncccn2)cc1)c1ccc(N2CCCC2=O)cc1,0,/,0%,0.0%,20,-8%,4,29,-2%,-11%,2
O=C1C2C3c4ccccc4C(Br)(c4ccccc43)C2C(=O)N1c1ccccc1O (stereo not given),10,8%,-2%,-0.8%,7,-2%,0,-25,/,6%,-3

High-throughput results (PubChem)

The list is partial; rates above refer to the full screens.
